USP1 inh = blocks the human USP1/UAF1 deubiquitinase complex | O94782 | 390,000 compounds, 0.23% hits | Potency, µM (top dose mostly 57.1 µM), for the others: top-dose activity change, negative = inhibition, most hits filed as inhibitors | recombinant USP1/UAF1, Ub-Rhodamine cleavage fluorescence; also: potency is read from the fitted curve at half-maximal effect; % is scaled to controls: 0 for no effect and ±100 for the full control effect; nearly all actives have a fitted effect of over 60% in size; inactives centre near -12
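USP1/UAF1 complex at 1 nM was preincubated with compound for 15 min at room temperature, then Ub-Rho substrate (150nM final) was added. Fluorescence (480/540 nm) was read kinetically, 6 reads every 60 seconds.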
TrxR1 substrate = is turned over as a substrate by rat TrxR1; O89049; purified TrxR1 substrate turnover, NADPH consumption readout; Potency, µM (doses to about 114 µM), without a hit: at the highest dose activity change, negative = substrate turnover; 390,000 compounds, 0.01% hits; AID 588456; also: potency is read from the fitted curve at half-maximal effect; % is scaled to controls: 0 for no effect and ±100 for the full control effect; nearly all actives have a fitted effect of over 50% in size
Target sequence (O89049 whole entry, looked up): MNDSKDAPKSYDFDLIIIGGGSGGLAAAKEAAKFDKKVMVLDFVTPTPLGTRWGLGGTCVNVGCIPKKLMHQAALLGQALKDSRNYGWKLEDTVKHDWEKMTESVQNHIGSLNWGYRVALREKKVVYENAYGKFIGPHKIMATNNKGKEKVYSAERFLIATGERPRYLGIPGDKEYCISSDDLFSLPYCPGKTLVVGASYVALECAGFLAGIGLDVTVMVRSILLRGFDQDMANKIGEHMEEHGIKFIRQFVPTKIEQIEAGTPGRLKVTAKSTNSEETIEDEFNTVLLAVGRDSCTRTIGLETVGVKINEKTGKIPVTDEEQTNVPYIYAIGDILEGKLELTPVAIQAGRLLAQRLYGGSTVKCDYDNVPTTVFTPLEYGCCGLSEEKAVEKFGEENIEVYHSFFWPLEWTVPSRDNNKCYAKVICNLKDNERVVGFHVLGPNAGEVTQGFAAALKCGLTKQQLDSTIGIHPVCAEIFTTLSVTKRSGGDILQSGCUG
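Rat TrxR1, dispensed at 90 nM, was prereduced with 400 uM NADPH (final) for 5 min at ~22 deg C, then incubated with compound 15 min before 400 uM selenite. A first-read NADPH fluorescence drop versus no-compound background flagged substrates.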
D2 agonist = activates the human D2 dopamine receptor. activation, % at 2 µM. P14416. 340,000 compounds, 0.53% hits. HEK293 T-REx D2 cells, calcium flux agonist mode;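 active = activation over 3 SD above normal in the single-dose calcium agonist read, cut at about 30% in these data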; also: 0% is about no effect
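In this primary screen, compounds producing a positive calcium signal within 180 s of addition to tetracycline-induced, force-coupled HEK293 Trex D2 cells are flagged; cells are dye-loaded with a no-wash calcium kit beforehand.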
mIDH1 inhibitor = inhibitors of human mutant IDH1 R132H. 390,000 compounds, 0.093% hits. Potency, µM (titrated, usually from 76.6 µM), without a hit: at the highest dose activity change, negative = inhibition, usual class: inhibitors. O75874. IDH1-R132H enzyme, NADPH consumption, diaphorase/resazurin fluorescence. AID 602179; also: potency is read from the fitted curve at half-maximal effect; % is scaled to controls: 0 for no effect and ±100 for the full control effect; nearly all actives have a fitted effect of over 65% in size
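IDH1-R132H (0.5 ug/mL) preincubated 30 min with compound, then NADPH (0.016 mM) and alpha-KG (2 mM) added; 80 min at RT, pH 7.5. Remaining NADPH coupled via diaphorase/resazurin to fluorescence (540/590 nm); concentration-response curves normalized to no-enzyme control.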
TRHR enhancer = TRH receptor (human) allosteric enhancement; P34981; TRHR cells, fluo-8 calcium fluorescence, EC20 TRH enhancement; enhancement, % at 2 µM; 360,000 compounds, 0.66% hits; AID 493056; in the data active = enhancement above about 30%; also: 0% is about no effect
Target sequence (P34981 whole entry, looked up): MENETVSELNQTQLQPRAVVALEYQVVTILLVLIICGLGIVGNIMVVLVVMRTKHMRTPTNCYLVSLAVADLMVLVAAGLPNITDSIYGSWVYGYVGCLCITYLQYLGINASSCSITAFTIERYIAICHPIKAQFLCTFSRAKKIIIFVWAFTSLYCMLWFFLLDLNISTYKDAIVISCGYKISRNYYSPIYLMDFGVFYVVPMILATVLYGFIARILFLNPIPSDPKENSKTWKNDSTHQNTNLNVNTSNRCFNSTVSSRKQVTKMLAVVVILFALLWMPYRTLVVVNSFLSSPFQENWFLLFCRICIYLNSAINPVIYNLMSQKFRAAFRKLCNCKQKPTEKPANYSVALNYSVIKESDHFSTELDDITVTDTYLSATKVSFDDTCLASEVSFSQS
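TRHR-expressing cells loaded with fluo-8 calcium dye were read kinetically (ex 480/em 530) during compound addition, then stimulated with an EC20 of TRH (10 nM final). Enhancement of the Gq-mediated intracellular calcium response was scored.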
rTrxR1 inhibitor = inhibitors of rat thioredoxin reductase 1 | O89049 | recombinant rTrxR1, NADPH fluorescence consumption, selenite substrate | Potency, µM (highest dose often 114 µM), without a hit: at the highest dose activity change, negative = inhibition, most hits filed as inhibitors | 390,000 compounds, 1% hits; also: potency is read from the fitted curve at half-maximal effect; % is scaled to controls: 0 for no effect and ±100 for the full control effect; nearly all actives have a fitted effect of over 65% in size
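Rat TrxR1 (90 nM in the dispensed reagent) was pre-reduced with 400 uM NADPH for 5 min at room temperature, then incubated with compound for 15 min. After 400 uM selenite was added, NADPH fluorescence (Ex 340/Em 450 nm) was followed for 8 min.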
Pin1 inhibitor = inhibitors of human Pin1. 390,000 compounds, 0.009% hits. AID 504891. Potency, µM (doses to about 115 µM), for the others: top-dose activity, negative = inhibition, hits mostly inhibitors. Pin1 FP peptide displacement, HiFluor488, 10 min; active = well fitted inhibition curve with a large enough effect in the polarisation, with a control signal flat, not every such curve was filed as active; inconclusive = small, poorly fitted or top-dose-only effect, or effect the other way, or a change in a side signal; inactive = no such curve, though single readings can be large or run the other way; the % refers to the polarisation; also: potency is read from the fitted curve at half-maximal effect; % is scaled to controls: 0 for no effect and ±100 for the full control effect
D2 antagonist = D2 dopamine receptor (human) antagonism; 340,000 compounds, 2% hits; AID 485344; HEK293 TREx D2 cells, calcium flux, dopamine EC80; inhibition, % at 10 µM; in the data active = inhibition above about 30%; also: 0% is about no effect
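Calcium flux kinetic readout in an inducible HEK293 TREx D2 line plated overnight at 30 C. After 180 s compound exposure, an EC80 dopamine challenge follows with another 180 s kinetic read to detect antagonism.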
TRHR ag = activates the human TRH receptor; activation, % at 2 µM; 360,000 compounds, 0.18% hits; P34981; TRHR cells, calcium flux fluo-8, FDSS agonist mode; in the data active = activation above about 30%; also: 0% is about no effect
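Agonist-mode FDSS calcium read (Ex 480/Em 530, 1 s cycles) in 1536-well TRHR cells with fluo-8 dye, after 10-cycle baseline and 23 nL compound addition; TRH at EC20 (10 nM final) added afterwards for the enhancer phase.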
* hit, by the source's call; ? = inconclusive; nt = no result given; & = joins results of further samples; [ ] = remark or other dose. Unless noted, calls follow the shape of the dose curve; as a rule, active = well fitted inhibition curve with a large enough effect; inconclusive = small, poorly fitted or top-dose-only effect; inactive = no such curve, though single readings can be large or run the other way.

Every second line gives: USP1 inh	TrxR1 substrate	D2 agonist	mIDH1 inhibitor	TRHR enhancer	rTrxR1 inhibitor	Pin1 inhibitor	D2 antagonist	TRHR ag
COc1cccc(C2C(C#N)=C(N)OC3=C2C(=O)CC(c2ccco2)C3)c1OCc1ccc(F)cc1 (stereo not given)
 : -14%	-8%	-1.5	8%	-5	?	44%[activator]	-7	1.2
O=C(O)CSc1ncnc2c1sc1nc(-c3ccccc3)c3c(c12)CCC3
 : -9%	-1%	-0.5	11%	5	-4%	19%	5	-0.2
Cc1oc(-c2cccs2)nc1CSCC(=O)NC1CC1
 : -16%	35%[57.1 µM]	-0.9	-6%	-3	7%[57.1 µM]	1%	2	-0.3
Cc1ccc(CSc2nc3ccc(NC(=O)COc4ccccc4F)cc3s2)cc1
 : -27%	5%	0.8	-1%	4	30%	21%	nt	1.5
CCOC(=O)c1c(NC(=O)c2cccc(N3C(=O)CCC3=O)c2)sc2c1CCN(CC)C2
 : -22%	0%	nt	-1%	12	18%	8%	nt	0.9
Cc1cccc(NC(=O)CSc2nnc(CN3CCOCC3)n2C)c1C
 : -18%	3%	nt	3%	24	7%	4%	nt	-0.1
CCOc1ccc(S(=O)(=O)N2CCOCC2)cc1NC(=O)CSCc1c(C)noc1C
 : -21%	-3%	-0.1	-5%	-5	14%	-3%	1	-0.4
CN1CCN(C(=O)c2ccc(COc3ccc(C(C)(C)C)cc3)o2)CC1
 : -12%	-6%	0.0	4%	7	-8%	-3%	-2	0.4
O=C(C1=C[C@H](c2coc3ccccc3c2=O)C[C@H](OCc2ccc(CO)cc2)O1)N1CCN(Cc2ccc3c(c2)OCO3)CC1
 : -19%	8%[57.1 µM]	0.9	1%	8	22%[57.1 µM]	30%[activator]	0	-0.9
Cc1nc2nc(N)nn2c(C)c1C/C=C/c1ccccc1
 : -16%	11%[57.1 µM]	3.0	5%	-1	15%	-5%	0	0.4
CCOC(=O)c1ccc(-c2ccc(-c3cc(=O)oc4cc(OC)c(OC)c(OC)c34)cc2)cc1
 : -17%	0%	nt	-6%	nt	20%	0%	nt	nt
N=c1sccn1CC(=O)Nc1ccc(SC(F)F)cc1
 : -2%	8%[57.1 µM]	3.1	7%	-1	31%[activator][57.1 µM]	5%	9	4.1
Cc1ccc(S(=O)(=O)n2[nH]c(=O)cc2N)cc1
 : 21%	-5%	-0.4	7%	6	6%	-20%	12	0.4
CCN(CC)S(=O)(=O)c1ccc(C(=O)NCCN(C)C)cc1
 : -15%	-3%[57.1 µM]	1.9	1%	2	20%[57.1 µM]	1%	5	0.8
Cc1ccc(N2C(=O)C(NC(=O)c3ccccc3)(C(F)(F)F)C3=C2CC(C)(C)CC3=O)cc1 (stereo not given)
 : -18%	-1%[57.1 µM]	-1.3	1%	-2	3%[57.1 µM]	3%	22	-2.0
O=C(COc1coc(CN2CCN(c3ccccc3F)CC2)cc1=O)Nc1ccccc1
 : 0%	4%[57.1 µM]	nt	-15%	1	7%[57.1 µM]	0%	nt	0.4
O=C1CCC(=O)N1Cc1c(Cl)cccc1Cl
 : -17%	1%	0.7	4%	4	12%	-6%	4	0.4
Cc1ccc(Nc2cc(C)nc3c(C)cccc23)cc1
 : -10%	1%	-0.3	1%	-3	11%	-2%	-19	-0.3
CCOc1ccccc1NC(=O)CCCN1C(=S)NC(C)(C)CC1C (stereo not given)
 : -10%	11%[57.1 µM]	-0.3	16%	10	-4%[57.1 µM]	-2%	-4	-0.5
CC[C@H](C)/C=C(C)/C=C/C(=O)Cc1cc(O)c(C)c(O)c1C=O
 : ?	-2%	2.9	-17%	-6	?	?	-4	3.1
CC(C)(C)c1cc(NC(=O)Nc2ccc(Br)cc2Cl)no1
 : -19%	-5%	0.8	13%	-2	10%	44%[activator]	-11	1.2
Cn1c(NCCCO)nc2c(c1=O)C1(CCCCC1)Cc1ccccc1-2
 : -2%	142%[activator][57.1 µM]	-0.3	-1%	-2	5%[57.1 µM]	2%	-4	1.4
O=C(Nc1cccc(C(=O)O)c1)/C(=C\C=C\c1ccccc1)NC(=O)c1ccccc1
 : -20%	-21%	-1.2	5%	-8	-18%	3%	-7	-0.8
CCOC(=O)c1[nH]c(C)c(C(=O)NCc2ccc(C)cc2)c1C
 : -20%	15%	0.0	6%	7	56%[activator]	3%	-10	-0.1
O=C(Cc1ccccc1)N/N=C/c1ccc(OCC(=O)Nc2ccccc2)cc1
 : -22%	2%	-1.4	0%	-1	9%	2%	13	-0.2
COc1ccccc1C(CNC(=O)CNC(=O)c1ccc(Cl)c(Cl)c1)N1CCCC1 (stereo not given)
 : -1%	-10%	nt	0%	-1	-6%	-10%	nt	0.3
COc1ccc(S(=O)(=O)N2CCCCC2)cc1NC(=O)CSc1nccn1C
 : -2%	4%	-2.8	-3%	4	12%[57.1 µM]	4%	-21	-0.1
CN(C)CCNc1cnn(-c2ccccc2)c(=O)c1Cl
 : -12%	-3%	0.2	14%	0	8%	-6%	-17	1.8
CCCN(CCC)CCNC(=O)C1c2ccccc2C(=O)N2CCc3ccccc3C12 (stereo not given)
 : -2%	-5%	0.0	6%	-3	1%	3%	10	0.2
CCN(CC)S(=O)(=O)c1ccc2c(c1)N(CC(=O)N1CCCC1)C(=O)CO2
 : -3%	-2%	0.4	-5%	-7	1%	1%	8	-0.9
Cc1ccc(NC(=S)N/N=C2/CCCc3c(C)cc(C)cc32)cc1
 : -27%	-2%	nt	-1%	-8	-14%	-2%	nt	0.0
CC(C)Oc1ccc(CNC(=O)c2ccc3c(c2)N(C)CCS3)cc1
 : -18%	88%[activator][57.1 µM]	2.2	9%	-4	52%[activator][57.1 µM]	11%	47*	-0.5
S=C(NC1CCCCC1)N1CCN(c2ncccn2)CC1
 : -1%	-6%	nt	6%	14	-1%	0%	nt	-0.4
CSc1ccc(/C=C/C(=O)OCC(=O)N2CCCCCC2)cc1
 : ?	40%[activator][57.1 µM]	nt	5%	nt	18%[57.1 µM]	1%	nt	nt
Cc1ccccc1C(=O)N1CCC(c2nc(-c3ccc(S(=O)(=O)N4CCCC4)cc3)no2)CC1
 : -21%	-5%	nt	-16%	6	15%	1%	nt	-0.1
CCOC(=O)c1c(C)[nH]c(N=Nc2ccccc2C)c1C
 : ?	-1%	0.0	-3%	3	18%	?	6	0.1
COc1ccc(OC)c(NC(=O)CC2SC(=Nc3ccccc3)N(CCc3ccccn3)C2=O)c1 (stereo not given)
 : -7%	-16%	-0.4	5%	-5	-11%	2%	15	0.2
O=C(c1ccco1)N1CCN(S(=O)(=O)c2ccc(C3CCCCC3)cc2)CC1
 : 4%	-5%	1.1	16%	-7	-10%	24%	-8	-0.8
O=C(NCC1CCCO1)c1ccc[nH]1 (stereo not given)
 : -13%	-10%	0.7	-13%	7	-9%	-8%	-9	0.7
CSCCC(=O)N1CCCC(CNC(=O)c2ccccc2Cl)C1 (stereo not given)
 : -2%	0%	-0.1	-13%	-7	23%	2%	-1	0.3
COc1cc2c(=O)n(CCC(=O)NCC3CCCO3)c(=O)n(CC(=O)Nc3ccc(C)c(C)c3)c2cc1OC (stereo not given)
 : ?	3%&11%	0.9&-0.2	1%&-3%	-5&-8	6%&13%	8%&4%	-2	-1.5&-0.2
Cc1cc(Br)cc(C)c1NC(=S)NC(=O)CC(C)C
 : -23%	10%[57.1 µM]	0.2	-1%	2	?	-7%	11	1.2
CCC1CC(/C(C)=N/NC(N)=O)OC1=O (stereo not given)
 : -16%	-1%	0.0	6%	3	0%	-7%	-8	0.1
c1ccc(Cc2nnc(N3CCCCC3)c3ccccc23)cc1
 : -8%	4%[57.1 µM]	nt	2%	6	3%[57.1 µM]	-1%	nt	0.3
CC(C)CNC(=O)CC(c1ccccc1)c1ccccc1
 : -13%	11%	-1.4	5%	-3	28%[57.1 µM]	-3%	0	-2.2
O=c1[nH]c2ccc(S(=O)(=O)N3CCCCC3)cc2o1
 : 3%	9%	0.8	5%	3	3%	0%	-17	-0.3
NC(=O)c1nsc(C(=O)N(c2ccccc2)C(C(=O)NCc2ccc(F)cc2)c2ccco2)c1N (stereo not given)
 : ?	22%	nt	7%	24	8%	7%	nt	-0.7
Cc1cccc(C2NC(=O)c3c(sc(C)c3C)N2)c1O (stereo not given)
 : -7%	8%	0.2	16%	13	4%	4%	19	-0.6
CCCN(CCC)CCCNc1ccc(C(=O)Nc2cccc(OC)c2)cc1[N+](=O)[O-]
 : -18%	-1%	0.7	4%	-2	9%[57.1 µM]	-7%	-18	-2.5
CCc1ccc(N2C(=O)C3C4CCC(C4=C(C)C)C3C2=O)cc1 (stereo not given)
 : -13%	11%	0.6	7%	0	21%	-6%	-3	3.7
O=C(NC1CCCCC1)C(=O)c1c(-c2ccccc2)[nH]c2ccccc12
 : -11%	-1%[57.1 µM]	-1.1	-3%	-1	13%[57.1 µM]	-4%	-3	-1.1

This is a subset, so the mix of outcomes need not match the whole.
